# Spn PMK inh: inhibitors of Streptococcus pneumoniae phosphomevalonate kinase | AID 539 | purified PMK, PK/LDH-coupled NADH absorbance 340 nm | 0.49% of 65,000 active | inhibition, % at 10 µM;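 active means top-ranked compounds by inhibition in the single 10 µM screen, taking a fixed number of the strongest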;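 further: 0% = full reaction with DMSO carrier and 100% = background rate without enzyme reaction; no value below 0 was filed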
# LYP phosphatase: LYP phosphatase inhibitors, primary screen, biochemical, DiFMUP fluorescence, recombinant catalytic domain, 10 µM (AID 606) | 52,000 tested, under 10 active | recombinant LYP catalytic domain, DiFMUP fluorescence; higher % means a stronger effect | inhibition, % at 10 µM; hits with a dose series show IC50 in µM;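 active means IC50 under 40 µM in the dose-response test; inactive means IC50 of 40 µM or more, or never dose-tested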
# KRASV12 cytotoxicity: cytotoxicity in KRAS-transformed pancreatic duct cells, primary screen, cell-based, fluorescence, HTS (AID 431); 1.7% of 63,000 active; HPDE-C7K KRASV12 cells, Alamar Blue viability, 48 h; higher % means a stronger effect; cytotoxicity, % at 10 µM; hits with a dose series show EC50 in µM;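 active means compounds whose percent cytotoxicity in the single-dose primary screen, scaled between solvent and toxic-drug controls, exceeds 50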;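 further: 0% = DMSO solvent wells and 100% = doxorubicin-treated wells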
# Bfl-1 inhibitors: displacement of Bid BH3 peptide from Bfl-1 – biochemical, fluorescence polarization, FITC-Bid, mouse, primary screen (AID 432) | FITC-Bid BH3 peptide fluorescence polarization displacement; higher % means a stronger effect | displacement, % at 20 µM; hits with a dose series show IC50 in µM | 0.02% of 64,000 active; in the data active means a potency from the dose series; inactive means the rest, 99 in 100 with displacement below about 15%; further: strong numbers were not always called active
# Spn MK inh: S. pneumoniae mevalonate kinase inhibition; inhibition, % at 10 µM; purified MK, PK/LDH-coupled NADH absorbance 340 nm; 0.48% of 65,000 active; AID 555;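 active means ranked among the strongest by inhibition in the single 10 µM screen, a fixed top-ranked set picked for dose follow-up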; further: no value below 0 was filed
# Alkaline phosphatase: human TNAP enzyme inhibitors, biochemical, luminescent (AID 518); purified TNAP enzyme, luminescent substrate readout; higher % means a stronger effect; inhibition, % at 20 µM; hits with a dose series show IC50 in µM; 0.09% of 64,000 active; in the data active means a potency from the dose series; inactive means the rest, 99 in 100 with inhibition below about 22%;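 further: plate controls were vehicle for no effect and reference inhibitor for full effect; many of its hits are not listed in these tables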
# HT1080 viability: cytotoxicity in HT1080 fibrosarcoma cells, cell-based, fluorescence readout (AID 620); HT1080 viability, fluorescence; higher % means a stronger effect; cytotoxicity, % at 10 µM, or EC50 in µM where a hit was titrated; 0.42% of 87,000 active;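 further: cells exposed to compound overnight then 4 h with Alamar Blue; 0% = vehicle DMSO and 100% = killing control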
# DPM-DC inhibit: blocks S. pneumoniae diphosphomevalonate decarboxylase; purified DPM-DC, PK/LDH coupled NADH fluorescence; calls only at 10 µM; 0.49% of 65,000 active; AID 556;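 active means the 320 compounds with the highest percent inhibition in the single-dose primary screen, excluding strongly autofluorescent ones, cut at about 32% in these data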;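 further: kinetic rate of NADH fluorescence loss reporting ADP formed by the decarboxylase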
# HPDE-C7 cytotoxicity: cytotoxicity in HPDE-C7 cells, cell-based, fluorescence, HTS (AID 430) | HPDE-C7 pancreatic duct cells viability, fluorescence; higher % means a stronger effect | cytotoxicity, % at 10 µM, or EC50 in µM where a hit was titrated | 1.8% of 63,000 active;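 further: cells exposed to compound for 48 hours before viability readout; 0% = vehicle and 100% = reference cytotoxic drug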
# Spn PMK inh pilot replicates: recorded beside Spn PMK inh, whose call it bears; inhibition, %; measured here: pilot screen replicates
# Spn MK inh pilot replicates: recorded beside Spn MK inh, whose call it bears; inhibition, %; measured here: pilot screen replicates
# DPM-DC inhibit pilot screen %: also measured in DPM-DC inhibit; calls as there; inhibition, %; measured here: pilot screen trials
# The depositor's hits bear a star; i = inactive; . = not tested or not shown. Unless noted, no stated cut-off is given here; in the data, active means cytotoxicity above about 50%; inactive means the rest. The order is random; overall some 3.3% were active at least once.
SMILES,Spn PMK inh,LYP phosphatase,KRASV12 cytotoxicity,Bfl-1 inhibitors,Spn MK inh,Alkaline phosphatase,HT1080 viability,DPM-DC inhibit,HPDE-C7 cytotoxicity,others
Cc1nc2c(C(=O)NCc3ccc(F)cc3)c[nH]n2c(=O)c1Cl,20,9%,6%,3%,5,10%,0%,i,15%,
COc1ccc(Nc2oc(-c3ccccc3Cl)nc2C#N)cc1,5,-2%,33%,-2%,0,20%,46%,.,58%*,
Cc1cc2oc(=O)cc(CN3CCC(C)CC3)c2c(C)c1Cl,15,.,-6%,-3%,10,14%,-16%,i,-11%,
CCN(CC)CCNC(=O)c1cc(S(C)(=O)=O)ccc1OC,0,3%,-8%,-5%,7,12%,-9%,i,-3%,Spn PMK inh pilot replicates=1.0;Spn MK inh pilot replicates=1.0;DPM-DC inhibit pilot screen %=1.0
Oc1ccc(N2CCN(c3ncnc4sc5c(c34)CCC5)CC2)cc1,10,15%,17%,2%,8,9%,-1%,i,23%,
O=C(CCNS(=O)(=O)c1ccc(Br)cc1)NCc1ccc2c(c1)OCO2,8,-1%,-7%,-9%,0,8%,0%,i,-12%,
Cc1ccc(C)c(-n2c(SCC(=O)Nc3nnc(C)s3)nnc2-c2ccoc2C)c1,9,-3%,-11%,-8%,3,6%,0%,i,-9%,
COc1cc(OC)nc(NC(=O)CN2CCN(c3ccc(F)cc3)CC2)n1,0,.,-2%,-3%,6,6%,-3%,i,5%,
CCOC(=O)c1c(NC(=O)CSc2n[nH]c(-c3ccco3)n2)sc(C)c1C,3,4%,-1%,0%,3,14%,5%,i,0%,
Cc1ccc(N2CCN(c3ccc(C)cc3)C2c2ccncc2)cc1,17,.,-25%,-2%,11,12%,6%,i,-18%,
Cc1cc(O)c(-c2cc(C(=O)NCc3ccc4c(c3)OCO4)[nH]n2)cc1C,0,.,3%,-1%,0,-6%,-2%,i,-6%,
COc1ccc(C2C(C(=O)NCc3ccccn3)c3ccccc3C(=O)N2C)cc1OC (stereo not given),15,.,-23%,-11%,8,-4%,-6%,i,-20%,
COc1ccc(Cl)cc1C(=O)Nc1ccc2c(c1)OCO2,0,11%,.,.,8,.,20%,i,.,
CCCC1(C(=O)OCC)NC(c2ccc(N(C)C)cc2)C2C(=O)N(c3ccccc3)C(=O)C21 (stereo not given),11,15%,-11%,4%,4,13%,1%,i,-17%,Spn PMK inh pilot replicates=3.5;Spn MK inh pilot replicates=1.0;DPM-DC inhibit pilot screen %=0.5
Cn1ncc2nnn(-c3ccccc3)c(=O)c21,11,17%,-18%,-4%,0,4%,13%,i,-7%,
CCCCc1nc2c(=O)[nH]c3ccccc3c2o1,10,14%,3%,-6%,5,4%,7%,i,0%,
Cc1cc(C)nc(N2CCCC(C(=O)Nc3ccc4nc(C)c(C)nc4c3)C2)n1 (stereo not given),13,.,5%,0%,7,7%,-4%,i,3%,
Cn1c(SCc2cc(=O)n3cc(Br)ccc3n2)nnc1C1COc2ccccc2O1 (stereo not given),8,.,-3%,5%,0,2%,-3%,i,4%,
CCCc1nc(-c2ccc(-c3ccc(F)cc3)cc2)no1,2,8%,-14%,3%,1,15%,1%,i,-11%,
CN(Cc1ccccc1)C(=O)C1CCN(Cc2ccc(F)cc2)CC1,15,.,9%,-2%,35,1%,2%,i,14%,
CCOC(=O)C(C)c1nn(C)c(=O)c2ccccc12 (stereo not given),10,.,-20%,-3%,0,-9%,22%,i,-14%,
CC(C)Sc1nnc([C@H](C)NC(=O)OC(C)(C)C)o1,5,.,1%,-9%,3,19%,25%,i,0%,
COc1ccc(OC)c(-c2nnc(SCC(=O)N3CCCc4ccccc43)o2)c1,15,.,22%,-4%,0,4%,-21%,i,14%,
COc1ccc(OC)c2sc(N3CCN(c4ccccc4)CC3)nc12,6,8%,16%,-8%,10,8%,-2%,i,15%,
COC(=O)CSC1=C(C#N)C(c2cccc(OC)c2)CC(=O)N1 (stereo not given),2,3%,1%,-2%,1,7%,37%,i,-2%,
Cc1cc(C)c2[nH]c(=O)c(C(c3nnnn3Cc3ccc4c(c3)OCO4)N3CCCCC3)cc2c1 (stereo not given),11,7%,-5%,-7%,12,12%,-8%,i,3%,
O=C(Nc1ccccc1)N(CCCN1CCOCC1)Cc1ccccc1F,5,.,11%,-4%,10,11%,-6%,i,0%,
CCOC(=O)c1cccc(NC(=O)CCc2nc(-c3ccccc3F)no2)c1,16,17%,-2%,4%,0,4%,-3%,i,-1%,
COCCn1c(C)c(C(=O)O)sc1=S,5,12%,-9%,-5%,0,7%,22%,i,-9%,Spn PMK inh pilot replicates=3.5;Spn MK inh pilot replicates=0.0;DPM-DC inhibit pilot screen %=0.0
COc1cc(COCC(O)CN2CCOCC2)cc(OC)c1OC (stereo not given),2,4%,-3%,-2%,13,9%,-7%,i,7%,

# The final 6 records of the part before are carried over, then new ones follow.
SMILES,Spn PMK inh,LYP phosphatase,KRASV12 cytotoxicity,Bfl-1 inhibitors,Spn MK inh,Alkaline phosphatase,HT1080 viability,DPM-DC inhibit,HPDE-C7 cytotoxicity,others
COC(=O)CSC1=C(C#N)C(c2cccc(OC)c2)CC(=O)N1 (stereo not given),2,3%,1%,-2%,1,7%,37%,i,-2%,
Cc1cc(C)c2[nH]c(=O)c(C(c3nnnn3Cc3ccc4c(c3)OCO4)N3CCCCC3)cc2c1 (stereo not given),11,7%,-5%,-7%,12,12%,-8%,i,3%,
O=C(Nc1ccccc1)N(CCCN1CCOCC1)Cc1ccccc1F,5,.,11%,-4%,10,11%,-6%,i,0%,
CCOC(=O)c1cccc(NC(=O)CCc2nc(-c3ccccc3F)no2)c1,16,17%,-2%,4%,0,4%,-3%,i,-1%,
COCCn1c(C)c(C(=O)O)sc1=S,5,12%,-9%,-5%,0,7%,22%,i,-9%,Spn PMK inh pilot replicates=3.5;Spn MK inh pilot replicates=0.0;DPM-DC inhibit pilot screen %=0.0
COc1cc(COCC(O)CN2CCOCC2)cc(OC)c1OC (stereo not given),2,4%,-3%,-2%,13,9%,-7%,i,7%,
CCOC(=O)C1=C(C)NC(C)=C(C(=O)OCC)C1c1cc(N)ccc1OC(F)F,0,-8%,10%,1%,2,12%,25%,i,-4%,Spn PMK inh pilot replicates=0.0;Spn MK inh pilot replicates=2.0;DPM-DC inhibit pilot screen %=1.5
CCCCOc1ccc(-c2nnn(C(C)C(=O)OCC)n2)cc1 (stereo not given),12,5%,-3%,-3%,9,5%,-7%,i,0%,
Cc1ccc(-c2nc3cc(N)ccc3o2)cc1,5,-9%,-1%,-8%,10,17%,.,.,-8%,Spn PMK inh pilot replicates=3.0;Spn MK inh pilot replicates=0.0
CCCc1cc(C(=O)NC2CCCC2)no1,0,15%,7%,-5%,4,6%,1%,i,-4%,
Cc1ccc(S(=O)(=O)n2nc(OC(=O)C3CCCCC3)cc2N)cc1,0,.,-4%,-1%,0,8%,6%,i,-8%,
CCOC(=O)CCc1c(C)nc2c(c(C)nn2C(C)(C)C)c1C,0,-2%,2%,-6%,6,-3%,-2%,i,-7%,
Nc1ccc(S(=O)(=O)N2CCCc3ccccc32)cc1,6,-4%,12%,-4%,6,15%,11%,i,12%,
COC(=O)C1=C(C)OC(N)=C(C#N)C1c1cc(OC)ccc1OC (stereo not given),5,5%,-4%,-6%,8,5%,1%,i,-12%,
O=C(Cc1cn2ccsc2n1)OCc1ccccc1,13,12%,9%,2%,8,-1%,0%,i,20%,
CC(C)c1nc(SCc2ccccn2)c2c(=O)n(C)c(=O)n(C)c2n1,0,-5%,2%,1%,6,6%,-2%,i,-2%,
N#Cc1nc(-c2ccccc2)oc1NCCN1CCCCC1,9,.,12%,-4%,14,10%,-4%,.,18%,
Nc1cccc(C(=O)Nc2ccco2)c1,5,1%,13%,-18%,8,8%,2%,i,9%,
COc1cccc2c(C)c(C(=O)O)[nH]c12,16,.,11%,2%,4,7%,.,i,10%,
Cc1cc(C)cc(NC(=O)CSc2nnc(-c3ccccc3Br)o2)c1,7,.,-9%,-4%,6,8%,0%,i,-4%,
Cc1noc(C)c1C(=O)NC(C)c1ccc2c(c1)OCO2 (stereo not given),2,0%,-21%,2%,2,-5%,-1%,i,-10%,
CCOC(=O)c1cnc2ccc(C(=O)OC)cc2c1NCc1ccco1,7,8%,-10%,-4%,6,6%,3%,i,-12%,
CCC(C)[C@H](NC(=O)NCc1cccc(OC)c1)C(=O)O (stereo not given in full),13,.,29%,-7%,9,14%,14%,i,-3%,
Cc1ccccc1CSc1nnc(-c2ccccn2)n1N,0,-6%,-2%,5%,6,2%,13%,i,-12%,
O=C(CC(c1ccc(F)cc1)c1ccco1)N1CCOCC1 (stereo not given),0,15%,-2%,-7%,2,1%,-8%,i,-8%,
CCOC(=O)c1cccc(NC(=O)CSc2nc3ccccc3c(=O)n2CCOC)c1,16,.,11%,-5%,0,6%,-1%,i,-4%,
CCOc1ccc(S(=O)(=O)N2CCN(c3ccccc3OC)CC2)c2cccnc12,9,-1%,9%,-2%,0,9%,2%,i,3%,
CCN1CCN(S(=O)(=O)c2ccc3[nH]c(=O)oc3c2)CC1,9,4%,3%,-4%,2,13%,4%,i,-2%,
CCO/C=C/C(=O)N(C)CCC#N,12,4%,.,-2%,12,6%,1%,i,.,
Cc1oc(-c2ccccc2F)nc1CN1CCC(C(=O)NC2CCCCCCC2)CC1,17,3%,2%,-1%,7,-8%,-6%,i,-7%,
CS(=O)(=O)N(CC(=O)NCC1CCCO1)c1cc(Cl)ccc1Cl (stereo not given),0,7%,-5%,1%,10,9%,-1%,i,4%,
Cc1csc(/C(=N\O)c2csc(C)n2)n1,21,10%,4%,-3%,7,4%,-2%,i,-3%,
O=C(NC1CC1)C1CC(=O)N(C2CCCCC2)C1 (stereo not given),6,5%,-6%,0%,0,6%,2%,i,-7%,
O=C(Cn1nnc(-c2ccc(OCc3ccccc3F)cc2)n1)N1CCOCC1,9,.,.,.,9,.,6%,i,.,
Cc1ccc2[nH]c3c(N4CCN(Cc5ccc6c(c5)OCO6)CC4)ncnc3c2c1,4,6%,34%,7%,1,16%,3%,i,30%,
Cc1cc(/C=N/n2cnnc2)c(C)n1-c1ccc(OCc2ccc(F)cc2)cc1,10,12%,3%,-2%,2,-3%,7%,i,10%,
Cc1cc(C(=O)NCc2cccnc2)cs1,4,9%,-4%,-3%,0,16%,6%,i,-7%,
COc1ccc(Br)cc1C1N2CC3(C)CN1CC(C)(C2)C3=O (stereo not given),i,12%,-8%,-5%,i,13%,-4%,i,-18%,Spn PMK inh pilot replicates=3.5;Spn MK inh pilot replicates=0.0;DPM-DC inhibit pilot screen %=3.0
N#CC1=C(N)OC2=C(C(=O)CCC2)C1c1ccncc1 (stereo not given),9,-11%,0%,-7%,2,12%,-4%,i,1%,
COc1ccccc1N(CC(=O)Nc1cccnc1)S(C)(=O)=O,8,.,-3%,-9%,6,12%,2%,i,2%,Spn PMK inh pilot replicates=2.0;Spn MK inh pilot replicates=1.0;DPM-DC inhibit pilot screen %=0.0
